RAD52 inh – RAD52 DNA annealing inhibitors, primary screen, biochemical, FRET, single point, set 2; DNA repair protein RAD52 homolog (Homo sapiens), P43351; recombinant RAD52 DNA annealing, FRET fluorescence; inhibition, % at 18.7 µM; 0.46% of 360,000 active; AID 651710, 2012;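 active means every replicate showing at least 50% inhibition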
F508del corr – F508del CFTR correction, initial screen, CFBE line, single point; activity (quench increase), % at 7.58 µM; 0.36% of 350,000 active; AID 720511, 2013; CFBE cells, YFP halide quenching; stimulated with forskolin plus potentiator P3; % fluorescence drop versus neutral controls;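 active means mean added fluorescence quench of at least 8% versus neutral control, with both replicates also reaching 8%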;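 further: cells transiently co-express mutant CFTR-F508del with the halide-sensitive YFP; corrector assay measuring rescue of mutant channel to the surface after 24 h compound exposure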
ERAP1 inh – human ERAP1 aminopeptidase inhibitors, primary screen, biochemical, single point, plate reader; recombinant ERAP1, Leu-AMC fluorescence, 60 min; inhibition, % at 10.7 µM; 0.15% of 340,000 active; AID 652197, 2013;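 active means mean replicate inhibition of at least 30%, or all replicates individually reaching that 30% level; inactive means mean below 30% and not every replicate reaching it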;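 further: 0% = neutral control wells and 100% = L-leucinethiol positive control wells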
GSIS activator – GLuc luminescence reporter in INS-1E cells, primary screen for activators of glucose-dependent secretion of insulin | INS-1E GLuc reporter insulin secretion, 2-3 h | AID 743287, 2014 | activation, % at 16.6 µM | 0.61% of 370,000 active;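 active means lowest replicate activation of at least 40%, so every replicate reaches that level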;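 further: 0% = median of neutral control wells and 100% = median of IBMX positive control wells; some compounds called inactive have numbers as strong as hits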
esBAF inh – Bmi1 luciferase reporter increase in mESCs, primary screen, esBAF inhibitor project, mouse ES cells, Bmi1 luciferase knock-in, single point | 24 h; 100% = twice the neutral-well signal | reporter increase, % at 12.5 µM | 2% of 350,000 active; in the data active means activation above about 40%;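 further: 0% = median of the plate's neutral control wells and 100% = double that signal; a rise in the Bmi1 reporter signal indicates esBAF inhibition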
ARNT TACC3 PPI – disruptors of ARNT/TACC3 protein interaction, primary screen, biochemical, AlphaScreen, single concentration; inhibition, % at 9.99 µM; AlphaScreen His-ARNT PAS-B/GST-TACC3 binding, luminescence; TACC3 fragment carries E629A point mutation; AID 623870, 2012; 0.66% of 390,000 active; Transforming acidic coiled-coil-containing protein 3 (Homo sapiens), Q9Y6A5;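 active means mean inhibition of replicates at least 50% and at least half of replicates each reaching 50%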;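 further: 0% = complete ARNT plus TACC3 wells and 100% = ARNT alone without TACC3; many hits fall short of the cut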
RAD54 inh – inhibitors of human RAD54 branch migration, primary screen, biochemical, fluorescence, single point; 0.14% of 360,000 active; RAD54 Holliday junction branch migration, FAM/BHQ fluorescence; DNA repair and recombination protein RAD54-like (Homo sapiens), Q92698; inhibition, % at 10.4 µM;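 active means mean normalized replicate activity at least 40 and at least half of replicates scoring 40 or more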;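 further: 0% = median of neutral control wells and 100% = median of positive control wells; inhibitors cause a drop in the FAM fluorescence signal; in these data hits start at about 50%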
Target sequence (Q92698 whole entry, looked up): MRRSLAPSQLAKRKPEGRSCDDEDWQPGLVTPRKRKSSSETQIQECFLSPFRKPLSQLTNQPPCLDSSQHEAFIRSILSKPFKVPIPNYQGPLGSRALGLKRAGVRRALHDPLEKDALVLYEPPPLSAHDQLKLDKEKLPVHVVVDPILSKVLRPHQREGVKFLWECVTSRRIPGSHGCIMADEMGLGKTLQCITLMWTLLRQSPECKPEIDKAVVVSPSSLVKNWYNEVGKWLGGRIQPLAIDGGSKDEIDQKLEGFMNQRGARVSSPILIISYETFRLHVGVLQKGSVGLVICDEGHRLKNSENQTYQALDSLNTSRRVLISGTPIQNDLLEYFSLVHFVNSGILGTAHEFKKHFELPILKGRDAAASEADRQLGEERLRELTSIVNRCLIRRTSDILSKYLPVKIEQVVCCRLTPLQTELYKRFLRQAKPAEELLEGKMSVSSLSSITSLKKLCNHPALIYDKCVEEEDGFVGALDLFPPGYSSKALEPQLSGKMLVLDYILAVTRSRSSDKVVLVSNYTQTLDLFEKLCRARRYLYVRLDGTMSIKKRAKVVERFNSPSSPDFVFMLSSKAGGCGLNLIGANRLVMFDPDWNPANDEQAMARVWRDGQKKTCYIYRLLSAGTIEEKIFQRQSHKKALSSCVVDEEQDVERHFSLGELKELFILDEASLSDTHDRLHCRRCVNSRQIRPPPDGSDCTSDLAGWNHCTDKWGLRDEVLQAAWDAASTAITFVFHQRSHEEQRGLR
XiGFP reactiv – activators of inactive X chromosome reactivation, primary screen, imaging, XiGFP fibroblasts, GFP high-content imaging, set 2. XiGFP mouse fibroblasts, % GFP-positive cells imaging, 3 d; cells co-treated with 5-aza-dC sensitizer; scaled so ellipticine positive control = 100%. activation, % at 7.58 µM. 0.055% of 360,000 active;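 active means mean normalized replicate activation at least 10% and every replicate at or above 10%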;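 further: 0% = median of on-plate neutral control wells and 100% = ellipticine 6 µM median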
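System: 68-5-11 XiGFP fibroblast line | Buffer or medium: DMEM containing 5-aza-dC | Compound: Single point | Times: Compounds 3 days, fix/stain 15 min at room temperature | Benchmarks: Positive control ellipticine, 6 µM final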
An asterisk follows results filed as active; . = no result given; & = joins results of further samples.

Each structure is followed by: RAD52 inh | F508del corr | ERAP1 inh | GSIS activator | esBAF inh | ARNT TACC3 PPI | RAD54 inh | XiGFP reactiv
C=CCNc1nc(NCCOc2ccccc2Cl)c2sc(-c3ccccc3)cc2n1
    -27 | -1.4 | -3 | -7 | 2 | . | -7 | 0.3
CC(C)c1ccc(/C=N\NC(=O)c2ccc(Cn3cccn3)o2)cc1
    -8 | 3.0 | 4 | -15 | 28 | 3 | 5 | 0.1
COc1cc(C=O)c(-c2c(C=O)cc(OC)c3c2OCO3)c2c1OCO2
    -15 | -4.3 | -2 | 8 | 5 | -2 | 2 | 0.6
CCc1noc(C)c1C(=O)Nc1nc2c(F)cc(F)cc2s1
    -26 | 3.2 | 2 | . | 24 | . | 0 | 0.3
COc1cc(OC)nc(Oc2ccccc2/C=N/O)n1
    5 | 0.5 | -5 | 2 | . | 7 | . | -0.2
COCCN(C(=S)Nc1ccc(C)c(C)c1)C(C)c1ccco1 (stereo unspecified)
    -23 | -0.2 | 1 | -10 | 0 | -2 | 6 | 2.4
C[C@H](CO)N1C[C@H](C)[C@H](CN(C)C)Oc2ccc(NC(=O)Cc3ccccc3)cc2C1=O
    -1 | -3.1 | 0 | 0 | -1 | 1 | 18 | 1.8
Cc1c(S(=O)(=O)N2CCC(C)CC2)c(=O)n(C)c(=O)n1C
    -10 | 0.8 | 0 | 13 | 3 | -7 | -1 | -0.1
CCOc1ccc(OCCCC(=O)NNC(=O)c2ccncc2)cc1
    7 | 0.2 | -1 | 18 | -2 | -2 | -1 | 0.1
C[C@H](CO)N1C[C@H](C)[C@H](CN(C)C)Oc2cc(C#Cc3ccncc3)ccc2S1(=O)=O
    2 | -3.5 | 0 | 36 | 2 | 3 | 5 | -0.9
CCC(=O)N1CC[C@@H]2[C@H]1c1cc(-c3ccc(C#N)cc3)ccc1N(C)[C@H]2CO
    . | -1.6 | . | 0 | -2 | -41 | -1 | 0.2
C[C@H](CO)N1C[C@H](C)[C@H](CN(C)CC2CCCCC2)Oc2c(NS(C)(=O)=O)cccc2C1=O
    3 | -1.6 | -3 | -2 | 2 | 3 | -5 | 0.3
Cc1c(C(=O)NC(C)C2CC3CCC2C3)cccc1[N+](=O)[O-] (stereo unspecified)
    -5 | -0.7 | -2 | 9 | -1 | -16 | -1 | 0.4
CN(C)C(=O)/C(=C/c1cn(-c2ccccc2)nc1-c1cccc([N+](=O)[O-])c1)NC(=O)c1ccccc1
    . | . | . | 8 | -5 | -3 | 9 | 0.2
O=C(C1CC1)N1C[C@@H]2[C@H](c3ccccc31)[C@@H](CO)N2C(=O)Nc1cccc(F)c1
    -14 | -1.9 | -1 | 6 | -3 | 14 | -14 | 0.0
COc1ccc(OC)c(C(=O)C(=O)c2cc(OC)ccc2OC)c1
    -10 | 4.7 | -4 | 16 | 10 | -1 | -1 | 0.2
COc1ccc(S(=O)(=O)N(C)C[C@H]2OCCCC[C@H](C)Oc3ccc(NS(=O)(=O)c4ccc(Cl)cc4)cc3C(=O)N([C@@H](C)CO)C[C@@H]2C)cc1
    19 | 2.0 | 0 | -11 | . | . | . | 0.0
Cc1c(NC(=O)c2cccc(NS(C)(=O)=O)c2)c(=O)n(-c2ccccc2)n1C
    -5 | 0.8 | -5 | 2 | . | -5 | -6 | -0.1
COc1ccc(OC)c(NC(=O)Nc2nnc(N3CCC(C)CC3)s2)c1
    -3 | 3.7 | -2 | . | -4 | -6 | 1 | 0.2
NC(=O)c1cc(-c2ccncc2)nc2ccc(Cl)cc12
    -6 | 0.2 | -3 | 12 | . | -5 | . | 0.3
O=C1OC(c2ccccc2)(c2ccccc2)c2ccccc21
    -1 | 2.2 | -7 | 35 | -2 | -8 | 0 | 0.2
CCC1=NC(c2ccc(OC)cc2OC)N(O)C1(C)C (stereo unspecified)
    . | . | . | 15 | 3 | 0 | 1 | .
COc1cc(CNc2ncnc3c2[nH]c2ccc(C)cc23)cc(OC)c1
    -20 | -2.1 | . | -18 | -2 | 3 | 5 | 0.2
Nn1c(SCC(=O)Nc2ccc3c(c2)OCO3)nnc1C(F)(F)F
    -9 | 0.0 | -2 | 8 | . | -26 | . | 0.0
Cc1noc(C)c1NC(=O)N(C)C[C@H]1Oc2ncc(C#CCC(C)C)cc2C(=O)N([C@H](C)CO)C[C@H]1C
    9 | -2.7 | 3 | 6 | -2 | -1 | 2 | -0.8
C[C@@H]1CN([C@@H](C)CO)C(=O)c2cc(NC(=O)Cc3ccccc3)ccc2O[C@@H](C)CCCCO[C@@H]1CN(C)C(=O)CCC(F)(F)F
    12 | -0.9 | -2 | -8 | -2 | -7 | -1 | -0.3
Cc1csc(SCC(=O)Nc2cc(S(=O)(=O)N3CCOCC3)ccc2N2CCOCC2)n1
    7 | 0.1 | 4 | . | 2 | 1 | -11 | 0.0
COc1ccccc1C1CCN(c2ccc([N+](=O)[O-])c(OC)c2)CC1
    -19 | 2.8 | 2 | -2 | 55* | -3 | 4 | 0.0
COc1ccc(NC(=O)N[C@@H]2CC[C@@H](CCn3cc(-c4ccc(F)cc4)nn3)O[C@H]2CO)cc1
    8 | 2.5 | -15 | 6 | 7 | -1 | 10 | 0.0
Cc1ccc(S(=O)(=O)NC(C)(C)CN2CCC(Cc3ccccc3)CC2)cc1
    -1 | 0.1 | 4 | -30 | 0 | -8 | . | 0.1
CCn1cc(/C=N/NC(=O)c2cc3c(ccc4ccccc43)o2)c2ccccc21
    . | . | . | 19 | 0 | -1 | -4 | .
CC1CCCN(CCCNC(=O)C2CCN(S(=O)(=O)N3CCC4(CC3)OCCO4)CC2)C1 (stereo unspecified)
    -30 | -2.0 | 0 | 14 | 1 | 2 | 7 | 0.0
COc1cc(CC2C(=O)OCC2C(=O)c2ccc3c(c2)OCO3)cc(OC)c1OC (stereo unspecified)
    -5 | 3.2 | -2 | 14 | . | -5 | . | 0.0
COCC#Cc1cnc2c(c1)C(=O)N([C@H](C)CO)C[C@@H](C)[C@H](CN(C)C(=O)c1ccc3c(c1)OCO3)O2
    4 | 0.6 | -1 | 17 | -3 | -3 | 7 | -0.4
COc1ccc(-n2c(C)nc3c(cnn3-c3ccccc3)c2=O)cc1
    . | . | . | -5 | 5 | -3 | -4 | .
COc1ccc2c3c([nH]c2c1)[C@H](CO)N(CC1CC1)CC31CN(S(=O)(=O)c2cccc(F)c2)C1
    -1 | -2.5 | 0 | 2 | . | . | . | 0.3
COc1ccc(NC(=O)N(C)C[C@@H]2OCCCC[C@@H](C)Oc3ccc(NC(=O)CCCCCC(=O)Nc4ccccc4N)cc3C(=O)N([C@H](C)CO)C[C@@H]2C)cc1
    . | 3.4 | . | 6 | 6 | -9 | 3 | 0.0
C[C@@H]1CN([C@@H](C)CO)C(=O)Cc2cc(N(C)C)ccc2O[C@H]1CN(C)C(=O)Nc1ccccc1
    5 | -0.4 | 4 | 15 | 0 | -5 | 5 | -0.9
COc1ccc(N(CC(=O)N2CCc3ccccc3C2)S(=O)(=O)c2ccccc2)cc1
    -20 | 1.9 | -3 | 3 | 3 | 2 | 11 | 0.2
C[C@@H]1CN([C@@H](C)CO)C(=O)c2cccc(NC(=O)Nc3ccc4c(c3)OCO4)c2O[C@H]1CN(C)C(=O)Nc1cccc2ccccc12
    5 | 0.1 | 2 | -16 | 5 | . | -16 | -0.1
Cc1ccc2ncnc(Nc3ccccc3)c2c1
    -6 | -3.7 | -1 | 37 | . | -16 | . | 0.0
CCC(=O)N1c2ccc(S(=O)(=O)N3CCCCC3)cc2CC1C (stereo unspecified)
    -8 | -2.3 | 3 | 8 | -1 | -2 | 0 | 0.0
Cc1ccc[n+](CC(=O)Nc2cccc([N+](=O)[O-])c2)c1
    -4 | -2.0 | 0 | 2 | . | . | . | 0.2
Cc1cccc2sc(N(CCCN(C)C)C(=O)c3ccc(C(=O)c4ccccc4)cc3)nc12
    35 | -1.3 | 0 | -15 | -2 | 43 | 3 | 0.0
CCN1C(=O)C(CC(=O)Nc2ccccc2)N(Cc2ccccn2)C1=S (stereo unspecified)
    -8 | 0.5 | 1 | -1 | -8 | 1 | . | -0.5
CC(=O)c1ccc2noc(-c3cccc(F)c3)c2c1
    -8 | -0.6 | -1 | -3 | 0 | 6 | 1 | 0.2
CC(=O)Nc1ccc2c(c1)C(=Nc1ccccc1)c1ccccc1-2
    -8 | 0.7 | -6 | . | 34 | 3 | 6 | 0.0
C[C@H](CO)N1C[C@H](C)[C@H](CN(C)Cc2ccccc2)Oc2c(NC(=O)CCCCCC(=O)Nc3ccccc3N)cccc2C1=O
    -11 | -1.7 | 2 | -3 | . | . | . | -1.0
C[C@H](CO)N1C[C@H](C)[C@@H](CN(C)S(=O)(=O)c2ccc(F)cc2)Oc2ccc(NC(=O)C3CCCCC3)cc2C1=O
    12&-21 | 0.6&1.2 | 1&-2 | 0&-6 | 2&-3 | 1&-22 | -2&-4 | -0.3&0.0
CSCCC(NC(=O)CCNC(=O)c1ccccc1Cl)c1nc2ccccc2[nH]1 (stereo unspecified)
    -11 | -1.3 | 3 | 2 | 1 | . | 4 | 0.3
CCC(CC)NCc1ccc2c(c1)c1ccccc1n2CC
    23 | -2.6 | 18 | -33 | . | 3 | . | 0.1
O=C(NCCC(=O)N1CCN(c2ccccn2)CC1)c1ccc(Br)cc1
    -3 | -0.9 | 0 | -4 | -1 | 2 | -21 | 0.3
CCN(C[C@H]1N[C@@](C)(C(=O)OC)[C@H]2C(=O)N(Cc3ccccc3)C(=O)[C@@H]12)S(=O)(=O)c1ccc(C)cc1
    -9 | -1.5 | -4 | -13 | 4 | 3 | 15 | 0.2
COc1ccc(Nc2ncnc3ccc(C)cc23)cc1
    5 | 0.1 | 5 | . | -7 | -6 | -9 | 0.0
COC(=O)C1=CC(=O)N2CCN=C2S1
    -32 | -1.2 | -5 | 10 | . | . | . | 0.1
CCOC(=O)[C@@H]1[C@H]2COc3ccccc3[C@@H]2N2C(=O)N(c3ccc(OC)cc3)C(=O)[C@@]12C
    1 | -1.6 | 2 | -3 | -1 | 0 | 7 | 0.0

One compound at a time, as listed above. Order of values: RAD52 inh	F508del corr	ERAP1 inh	GSIS activator	esBAF inh	ARNT TACC3 PPI	RAD54 inh	XiGFP reactiv
COc1cc(CC2C(=O)OCC2C(=O)c2ccc3c(c2)OCO3)cc(OC)c1OC (stereo unspecified) in the list: -5	3.2	-2	14	.	-5	.	0.0
C[C@@H]1CN([C@@H](C)CO)C(=O)c2cccc(NC(=O)Nc3ccc4c(c3)OCO4)c2O[C@H]1CN(C)C(=O)Nc1cccc2ccccc12 in the list: 5	0.1	2	-16	5	.	-16	-0.1
COCC#Cc1cnc2c(c1)C(=O)N([C@H](C)CO)C[C@@H](C)[C@H](CN(C)C(=O)c1ccc3c(c1)OCO3)O2 in the list: 4	0.6	-1	17	-3	-3	7	-0.4
CCN1C(=O)C(CC(=O)Nc2ccccc2)N(Cc2ccccn2)C1=S (stereo unspecified) in the list: -8	0.5	1	-1	-8	1	.	-0.5
